Source: PubChem (several laboratories)
GDH-TPI counter – counter-screen for M. tuberculosis FBA inhibitors: GDH-TPI coupled enzymes; inhibition, % at 4.8 µM; 360,000 compounds, 1.2% hits; AID 588335; GDH-TPI coupled enzyme counterscreen, NADH absorbance; in the data active = inhibition above about 30%;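 also: 0% = DMSO wells and 100% = wells lacking the enzyme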
Rv3671c protease – inhibitors of M. tuberculosis serine protease Rv3671c | P9WHR9 | inhibition, % at 5.96 µM | 320,000 compounds, 0.048% hits; in the data active = inhibition above about 38%;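 also: extracellular domain of Rv3671c used as enzyme; 0% = enzyme with DMSO and 100% = no enzyme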
Target sequence (P9WHR9 whole entry, looked up, the tested form may be a part): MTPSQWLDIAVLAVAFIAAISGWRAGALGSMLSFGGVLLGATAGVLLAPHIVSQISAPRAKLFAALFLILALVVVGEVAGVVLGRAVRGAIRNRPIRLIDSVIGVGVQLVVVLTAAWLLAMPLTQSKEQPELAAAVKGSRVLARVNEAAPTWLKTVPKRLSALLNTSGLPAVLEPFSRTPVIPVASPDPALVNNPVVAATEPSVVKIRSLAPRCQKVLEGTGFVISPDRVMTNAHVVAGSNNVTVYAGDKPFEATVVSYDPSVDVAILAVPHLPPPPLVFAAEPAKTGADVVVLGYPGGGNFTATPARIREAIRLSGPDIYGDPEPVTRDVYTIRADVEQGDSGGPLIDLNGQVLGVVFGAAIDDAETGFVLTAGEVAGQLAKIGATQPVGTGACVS
Mtb UGM inh – blocks M. tuberculosis UGM enzyme | P9WIQ1 | purified UGM, fluorescence polarization probe displacement | inhibition, % at 10 µM | 320,000 compounds, 0.06% hits; in the data active = inhibition above about 10%, passing the limit was not always enough; inconclusive = no clear call, values can overlap the other calls
Mtb BioA inh – inhibitors of Mycobacterium tuberculosis BioA enzyme; purified M. tuberculosis BioA enzyme, plate reader; inhibition, % at 9.99 µM; 360,000 compounds, 0.096% hits; in the data active = inhibition above about 40%; inconclusive = no clear call, values can overlap the other calls
MazF activator – increases E. coli MazEF RNase cleavage of RNA | 350,000 compounds, 0.32% hits | AID 504720 | FAM/BHQ RNA-DNA oligo cleavage fluorescence, 5 h | activation, % at 20 µM; in the data active = activation above about 50%
Target sequence (P0AE70 whole entry, looked up): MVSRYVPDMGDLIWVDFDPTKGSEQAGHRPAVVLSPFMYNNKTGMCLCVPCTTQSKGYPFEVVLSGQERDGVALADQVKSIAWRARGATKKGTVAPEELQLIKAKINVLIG
Mtb FBA inh – inhibitors of M. tuberculosis fructose-bisphosphate aldolase | 360,000 compounds, 2.3% hits | purified M. tuberculosis FBA, fluorescence read-out | inhibition, % at 1 µM | P9WQA3; in the data active = inhibition above about 27%;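 also: 0% = vehicle and 100% = reference inhibitor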
Target sequence (P9WQA3 whole entry, looked up): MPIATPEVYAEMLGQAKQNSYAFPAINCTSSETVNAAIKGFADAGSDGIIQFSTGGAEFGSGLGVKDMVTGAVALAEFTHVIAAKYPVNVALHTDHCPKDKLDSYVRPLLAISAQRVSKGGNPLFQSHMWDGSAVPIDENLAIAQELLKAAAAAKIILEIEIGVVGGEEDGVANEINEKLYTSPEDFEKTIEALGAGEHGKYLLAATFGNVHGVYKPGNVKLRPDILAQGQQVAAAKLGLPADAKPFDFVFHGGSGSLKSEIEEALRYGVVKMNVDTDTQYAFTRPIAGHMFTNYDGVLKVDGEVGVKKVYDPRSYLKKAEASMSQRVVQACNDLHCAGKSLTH
PrPC TRFRET – reduces human prion protein on the cell surface; cell surface PrPC, TR-FRET read-out; 370,000 compounds, 0.43% hits; inhibition, % at 13.8 µM; P04156; in the data active = inhibition above about 24%; also: 0% = median of the test wells and 100% = reference compound wells
FadD28 binding – blocks FadD28 binding to the bisubstrate probe | fluorescence polarization | inhibition, % at 12.5 µM | 360,000 compounds, 0.22% hits | AID 588549; in the data active = inhibition above about 8.5%, passing the limit was not always enough; inconclusive = no clear call, values can overlap the other calls
BoNT-F LC inh – inhibitors of Botulinum neurotoxin F light chain protease | inhibition, % at 10 µM | AID 588497 | 360,000 compounds, 0.22% hits | Multiplex microsphere protease cleavage assay, flow cytometry; in the data active = inhibition above about 35%, passing the limit was not always enough; inconclusive = no clear call, values can overlap the other calls; also: plate controls were buffer without enzyme for full effect and enzyme alone for no effect
The depositor's hits bear a star; i = inactive; u = inconclusive; x = no result given.

SMILES	GDH-TPI counter	Rv3671c protease	Mtb UGM inh	Mtb BioA inh	MazF activator	Mtb FBA inh	PrPC TRFRET	FadD28 binding	BoNT-F LC inh
Cc1nn(-c2ccc(Cl)cc2)c(N)c1C(O)(CSc1nccn1C)C(F)(F)F (stereo not given)	8	-9	-2.1	-0.3	5	-8	5	-2.7	1
CC(C)(C)c1ccc(/C=C(\C#N)C(=O)NC2CC2)cc1	17	-4	-0.6	-0.8	-2	-1	1	-0.4	4
CC(=O)c1c(C)[nH]c(C(=O)Nc2ccc(C)cc2Br)c1C	12	0	0.7	-0.2	13	1	9	-2.7	0
CCCOc1ccc(CSc2n[nH]c(C)n2)cc1	-11	4	4.1	6.2	2	-2	2	-4.1	-19
COc1ccccc1CNC(=O)COC(=O)Cc1cccc(F)c1	2	-13	0.0	0.2	-9	3	-5	-5.9	-4
CC12C=CC(=O)C=C1CC(O)C1C2CCC2(C)C1CCC2(C)O (stereo not given)	3	x	x	-2.1	-3	-1	8	-0.6	-5
Cn1cnc2cc(NC(=O)c3cccs3)ccc21	2	-3	-3.6	x	-4	3	-1	-0.5	-7
Cc1ccc(S(=O)(=O)Nc2ccccc2C=NNC(=O)c2ccncc2)cc1	15	x	x	1.7	7	-4	-7	-6.8	8
O=C1CC2(CCN(C(=O)COc3ccccc3F)CC2)Oc2ccccc21	-2	4	-1.7	12	1	5	2	0.8	4
O=C(Nc1ccc(-c2csnn2)cc1)C1CC1	-1	1	-1.4	x	10	-9	-5	-1.3	u
Cc1ccc(C(=O)OC(C)CN2CCOCC2)cc1 (stereo not given)	-13	0	4.0	-1.3	9	-4	-2	-3.2	-1
COc1ccc(OC)c(C2C(C(=O)c3cccs3)=C(O)C(=O)N2CCN2CCOCC2)c1 (stereo not given)	-5	x	0.1	-1.0	7	3	0	-2.0	-5
CC(=O)Nc1cc(-c2ccc(C(=O)N3CCOCC3)cc2)cn2c(-c3ccc(S(C)(=O)=O)cc3)cnc12	11	x	x	3.3	x	28*	-27	-0.9	-3
CCN(C(=O)c1ccc2c(OC)n(CC)nc2c1)c1ccc(OC)cc1	3	1	0.9	2.6	8	31*	-4	2.2	-7
Cc1c2ccccc2c(C)c2c1ccc1ccccc12	-1	-6	6.2	-1.2	-1	8	3	-4.4	0
COc1ccc(Cn2ccc(=O)c(Cc3c(Cl)cccc3Cl)c2C)cc1	-12	0	-1.3	43*	3	1	5	-3.7	-4
C#CCOCCOCCOCCNc1nc(N2CCN(C(=O)Cn3cc(CCCN=C(N)N)nn3)CC2)nc(N2CCN(C(=O)[C@H](C)n3cc(CCCN=C(N)N)nn3)CC2)n1	-2	4	-1.1	-0.5	9	-2	-1	-1.3	-2
CCOC(=O)/C(=C/C=C/c1ccccc1)NC(=O)c1ccccc1	30	-5	-1.2	x	-24	1	-5	-1.8	-2
COc1cccc(N(CC(=O)NC2CCCCC2)C(=O)c2snc(C(N)=O)c2N)c1	2	-3	-0.3	-1.7	-22	0	-1	-1.3	0
COc1ccccc1NC(=O)Oc1cccc(OC(=O)c2ccccc2)c1	16	-4	-1.8	-2.0	7	-1	2	x	9
COC(=O)C1=C(N)Oc2c(c(=O)oc3ccccc23)C1c1cccnc1 (stereo not given)	8	-2	2.2	12	2	7	-8	0.3	-4
CCOc1ccccc1C(c1c(O)nc(SC)[nH]c1=O)c1c(O)nc(SC)[nH]c1=O	-4	-1	3.4	-1.1	0	0	-1	-2.8	-3
O=C(COC(=O)c1cc(S(=O)(=O)N2CCCCC2)ccc1N1CCOCC1)NCCc1ccc(F)cc1	4	5	1.5	x	-25	0	7	-1.7	0
COc1ccc(-c2nsc3c(N4CCN(C(=O)c5ccco5)CC4)ncnc23)cc1	7	-5	-0.1	2.6	-1	8	9	-4.1	-4
O=C(NCc1cccs1)C1CCCN1S(=O)(=O)c1ccccc1F (stereo not given)	1	-2	-1.4	-0.3	-5	-1	6	-4.3	0
O=S(=O)(NCc1cccs1)c1ccc(Cl)s1	2	4	2.4	0.1	-9	1	-6	-1.6	11
Cc1cc(C(=O)NC2CCCc3ccccc32)ccc1[N+](=O)[O-] (stereo not given)	7	0	-2.2	-1.7	2	1	-5	-5.1	-17
CCc1ccc(CN(C)C(=O)c2ccc3c(=O)n4c(nc3c2)CCC4)cc1	-1	-1	0.5	-0.1	-1	-1	5	-4.8	-55
CC(Oc1ccc2c(-c3ccccc3)cc(=O)oc2c1)C(=O)N[C@H](Cc1c[nH]c2ccccc12)C(=O)O (stereo not given in full)	19	3	-4.1	17	5	2	3	1.2	2
CCN(CC)c1ccc(NC(=O)CCCOc2cccc(C)c2)cc1	-3	x	x	x	-3	3	12	-2.3	0
Cc1ccc(NC(=O)c2cc(N3C(=O)C=CC3=O)ccc2N2CCOCC2)cc1	3	x	x	x	5	5	1	0.2	3
O=C(NCCNC(=O)C(F)(F)F)c1ccncc1	2	8	-0.8	-0.9	0	-1	5	0.7	9
CCOC(=O)C/C(C)=N/NC(=O)c1cccs1	4	3	5.2	2.0	-20	0	x	-2.0	-1
COc1ccc(-n2c(C)cc(=O)c3c2CC(C)(C)CC3=O)cc1	3	5	-1.2	4.0	3	-3	2	-2.4	-1
CN(Cc1ccccn1)C(=O)CC1C(=O)NCCN1Cc1ccc(F)cc1Cl (stereo not given)	1	9	2.5	-0.4	8	3	-1	-0.8	-3
N=C1/C(=C\c2coc3ccc(O)cc3c2=O)C(=O)N=C2SC=CN12	3	1	-14	x	i	-6	-9	1.8	-6
COc1ccccc1CNS(=O)(=O)c1ccc(-c2cnc(C3CC3)o2)cc1	-2	-8	2.1	1.4	-27	7	16	-4.2	1
O=C(c1sccc1-n1cccc1)N1CCCC1	-6	-3	-0.1	0.6	2	-2	-3	-0.4	0
Cc1ccc(-n2c(-c3ccc(Br)cc3)n[nH]c2=S)c(C)c1	0	x	x	2.9	-15	-1	4	-0.9	-4
N=C1S/C(=C\c2cn[nH]c2-c2ccc(F)cc2)C(=O)N1c1ccccc1F	-10	-3	0.3	x	-1	-2	-4	-2.6	-4
O=C(CN1C(=O)COc2ccccc21)N(Cc1cccnc1)Cc1ccccc1F	-4	3	-0.4	x	1	-2	x	-4.1	-3
Cn1cccc1Cc1nnc(SCC(=O)NC2CCCC2)n1-c1ccc(F)cc1	2	5	-2.7	0.3	-6	-1	6	-5.5	-5
O=C(N/N=C/c1sc(=O)n(-c2ccccc2)c1Cl)c1ccncc1	36*	6	0.3	x	-18	-3	-18	-4.3	-8
Cc1cc2[nH]c(=O)c(=O)[nH]c2cc1S(=O)(=O)NC1CCC(C)CC1 (stereo not given)	14	-12	-0.6	-1.0	9	29*	1	-1.2	4
Cc1ccc2nc(-c3ccc4c(c3)NC(=O)CO4)cn2c1	15	0	-0.5	x	14	14	3	-0.5	-12
CCN(CC)CCN1C(=O)C(=O)/C(=C(/O)c2ccc(OC)c(OC)c2)C1c1ccccn1 (stereo not given)	10	-3	-0.4	-0.6	-9	0	-5	1.4	15
Cc1cccc(-c2nc(Nc3ccc(O)cc3)c3ccccc3n2)c1	16	-7	-1.0	-0.9	26	1	10	-1.3	-8
CCc1ccc(CNC(=O)C2CCCN(S(=O)(=O)N3CC(C)CC(C)C3)C2)cc1 (stereo not given)	-2	5	-1.4	-1.3	9	0	-1	-2.5	x
COc1cccc(C(=O)NCCCNC(=O)c2ccco2)c1	-4	11	0.0	-0.6	4	1	-7	1.2	13
CC(=O)NS(=O)(=O)c1ccc(NC(=S)NC(=O)Cc2ccccc2)cc1	-1	-6	-1.8	18	12	-2	-7	-2.0	-3
O=C(Cc1ccc(F)cc1)N1CCN=C1SCc1ccc([N+](=O)[O-])cc1	10	3	2.0	x	-9	-2	-4	-3.9	-1
COc1ccc(CN2CCN(c3ccccc3F)CC2)cc1O	-2	-6	2.4	0.3	4	-2	6	-0.1	15
Cc1ccnc(NC(=O)Cn2cc([N+](=O)[O-])cn2)c1	3	-1	1.0	x	-3	2	5	-2.4	-3
COc1ccc(C(=O)CSc2n[nH]c(C)n2)cc1[N+](=O)[O-]	8	-5	2.5	x	4	-2	-4	-3.3	-1
Cc1ccc(SCc2cn3c(C)csc3n2)cc1	1	9	-8.0	1.2	-12	1	-2	-0.7	1
CCCOP(=O)(c1ccc(N(C)C)cc1)C(O)c1ccncc1 (stereo not given)	4	5	1.9	-0.3	0	1	2	-3.0	3
CCN1/C(=C/C(=O)c2ccco2)Sc2ccccc21	11	-2	-1.3	0.6	7	3	-13	-2.5	-1
O=C(CSc1nc2ccccc2c(=O)n1-c1ccc(SC(F)F)cc1)Nc1ccc(N2CCOCC2)cc1	2	-5	-1.1	-1.9	1	1	2	0.6	0
Cc1[nH]c2ccccc2c1C(O)c1ccncc1 (stereo not given)	5	-7	1.3	x	8	-1	3	-1.7	-5
O=C(CN1CCCCC1)NCCNc1ccc(C(F)(F)F)cc1[N+](=O)[O-]	1	4	0.1	x	-2	-7	-13	-1.5	-2

Some of the entries above in a different format.
| SMILES | GDH-TPI counter | Rv3671c protease | Mtb UGM inh | Mtb BioA inh | MazF activator | Mtb FBA inh | PrPC TRFRET | FadD28 binding | BoNT-F LC inh |
| --- | --- | --- | --- | --- | --- | --- | --- | --- | --- |
| Cc1cc2[nH]c(=O)c(=O)[nH]c2cc1S(=O)(=O)NC1CCC(C)CC1 (stereo not given) | 14 | -12 | -0.6 | -1.0 | 9 | 29* | 1 | -1.2 | 4 |
| Cc1ccc2nc(-c3ccc4c(c3)NC(=O)CO4)cn2c1 | 15 | 0 | -0.5 | x | 14 | 14 | 3 | -0.5 | -12 |
| CCN(CC)CCN1C(=O)C(=O)/C(=C(/O)c2ccc(OC)c(OC)c2)C1c1ccccn1 (stereo not given) | 10 | -3 | -0.4 | -0.6 | -9 | 0 | -5 | 1.4 | 15 |
| Cc1cccc(-c2nc(Nc3ccc(O)cc3)c3ccccc3n2)c1 | 16 | -7 | -1.0 | -0.9 | 26 | 1 | 10 | -1.3 | -8 |

(cont.)
SMILES	GDH-TPI counter	Rv3671c protease	Mtb UGM inh	Mtb BioA inh	MazF activator	Mtb FBA inh	PrPC TRFRET	FadD28 binding	BoNT-F LC inh
COc1cc(C(=O)NCc2nnc(SCC(=O)NCc3ccco3)o2)cc(OC)c1OC	-4	-1	1.7	-1.3	-1	-1	-3	-1.4	6
COc1cccc(-c2c(C(=O)N/N=C/c3cccs3)nnn2-c2nonc2N)c1	28	-1	0.1	-1.1	15	-2	x	-9.3	2
Clc1ccc(CN2C3=NCCN3c3ccccc32)cc1	-4	-3	-2.3	1.3	-4	2	-10	-2.3	12
CS(=O)(=O)C1=C(O)C(=O)N(CCCC(=O)O)C1c1ccccc1F (stereo not given)	12	-12	1.1	0.4	-4	-3	-7	-3.9	7
CCOc1ccc(CC(=O)Nc2cccc(-c3ccc4nnc(C)n4n3)c2)cc1	-5	-5	2.7	-1.3	2	4	-21	-13	2
Cc1nn(-c2ccccc2)c(C)c1C(=O)OCC(=O)Nc1cccc(S(N)(=O)=O)c1	-3	-6	-4.7	9.6	1	-3	-8	-2.4	-11
CN(C)CCN(C(=O)c1ccc2c(c1)OCCO2)c1nc2cc3c(cc2s1)OCO3	8	-8	-3.1	-1.3	4	2	-6	-1.2	-6
O=C(NC1CCN(C(=O)Nc2cccc(F)c2)CC1)C1CCCCC1	7	-7	0.7	x	0	-5	-2	-1.2	4
COc1ccccc1/C=C/C(=O)OCCN1CCOCC1	15	3	2.3	-1.7	8	11	4	0.2	1
CC1=C(C(=O)N(C(C)C)C(C)C)CC(CC(=O)NCCc2ccccn2)C(=O)N1CCCN1CCCC1=O (stereo not given)	x	x	x	-0.1	x	2	-8	-1.5	-12
CC1Cn2c(nnc2-c2cccs2)S1 (stereo not given)	2	1	-1.5	2.9	8	2	-6	-0.1	-4
COCCn1c(=O)[nH]c2cc(C(=O)NCCN3CCN(c4ccc(OC)cc4)CC3)ccc2c1=O	-6	-12	-2.3	-2.1	5	-2	-5	0.9	-13
O=C(CSc1ccsc1[N+](=O)[O-])NCc1ccco1	10	7	3.8	x	4	5	-20	-0.5	4

Structures above that have bromine:
SMILES	GDH-TPI counter	Rv3671c protease	Mtb UGM inh	Mtb BioA inh	MazF activator	Mtb FBA inh	PrPC TRFRET	FadD28 binding	BoNT-F LC inh
CC(=O)c1c(C)[nH]c(C(=O)Nc2ccc(C)cc2Br)c1C	12	0	0.7	-0.2	13	1	9	-2.7	0
Cc1ccc(-n2c(-c3ccc(Br)cc3)n[nH]c2=S)c(C)c1	0	x	x	2.9	-15	-1	4	-0.9	-4
